# PAD4 FP inh: human PAD4 inhibitors, primary screen, biochemical, fluorescence polarization, 1536-well format | Protein-arginine deiminase type-4 (Homo sapiens), Q9UM07 | recombinant PAD4, RCA probe fluorescence polarization | inhibition, % at 6.36 µM | hit rate 0.41% among 330,000 | AID 485272, 2010;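 active = percent inhibition above a cutoff equal to the mean of all tested compounds plus 3 SD, cut at about 15% in these data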;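 also: 0% = PAD4 with RCA probe and DMSO and 100% = probe without PAD4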
# PAFAH1B3 inh: PAFAH1B3 enzyme inhibitors, primary screen, biochemical, fluorescence polarization, human | AID 492972, 2010 | recombinant PAFAH1B3, FP-rhodamine probe | inhibition, % at 3.39 µM | hit rate 0.28% among 340,000;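 active = inhibition above the screen-wide average of all tested compounds plus 3 SD, cut at about 25% in these data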;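 also: 0% = enzyme with DMSO only and 100% = wells lacking PAFAH1B3 protein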
# PREPL inh: PREPL enzyme inhibitors, primary screen, biochemical, fluorescence polarization. recombinant PREPL, fluorescence polarization activity-based probe. inhibition, % at 5.96 µM. hit rate 0.68% among 320,000. AID 2751, 2010; in the data active = inhibition above about 43%;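 also: 0% = enzyme with DMSO and 100% = wells lacking enzyme; many of its hits are not listed in these tables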
# Target sequence (Q4J6C6 whole entry, looked up): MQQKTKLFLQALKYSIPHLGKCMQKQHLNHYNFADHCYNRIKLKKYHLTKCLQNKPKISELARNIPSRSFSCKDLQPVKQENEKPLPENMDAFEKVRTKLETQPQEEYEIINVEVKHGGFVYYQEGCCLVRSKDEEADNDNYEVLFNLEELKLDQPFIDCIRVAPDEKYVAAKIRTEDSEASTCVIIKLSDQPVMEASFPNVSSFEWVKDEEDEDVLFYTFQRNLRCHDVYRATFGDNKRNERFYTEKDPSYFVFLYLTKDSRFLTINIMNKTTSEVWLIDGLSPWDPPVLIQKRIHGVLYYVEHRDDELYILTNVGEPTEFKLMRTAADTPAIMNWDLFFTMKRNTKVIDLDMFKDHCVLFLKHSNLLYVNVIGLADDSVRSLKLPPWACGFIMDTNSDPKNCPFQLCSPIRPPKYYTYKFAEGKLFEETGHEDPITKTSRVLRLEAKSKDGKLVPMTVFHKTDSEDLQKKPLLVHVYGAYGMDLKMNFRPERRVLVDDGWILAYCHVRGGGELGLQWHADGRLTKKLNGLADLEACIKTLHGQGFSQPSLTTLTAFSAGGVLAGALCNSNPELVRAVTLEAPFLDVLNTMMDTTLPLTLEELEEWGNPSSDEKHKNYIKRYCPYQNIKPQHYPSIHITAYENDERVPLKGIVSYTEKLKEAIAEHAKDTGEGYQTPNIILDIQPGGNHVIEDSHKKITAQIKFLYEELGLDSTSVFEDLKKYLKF
# GSTO1 counter: inhibitors of recombinant GSTO1, primary screen, counter-screen for RBBP9 inhibitor project, biochemical, fluorescence polarization | Glutathione S-transferase omega-1 (Homo sapiens), P78417 | activity-based probe fluorescence polarization | inhibition, % at 5.96 µM | hit rate 1.1% among 300,000 | AID 1974, 2009;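 active = inhibition above the campaign mean inhibition plus 3 SD, cut at about 35% in these data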;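 also: 0% = GSTO1-1 with DMSO and 100% = wells lacking GSTO1-1 enzyme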
# PAFAH2 FP inh: PAFAH2 enzyme inhibitors, primary screen, biochemical, fluorescence polarization, human; inhibition, % at 3.39 µM; hit rate 0.99% among 340,000; Platelet-activating factor acetylhydrolase 2, cytoplasmic (Homo sapiens), Q99487; recombinant PAFAH2, FP-rhodamine activity probe;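 active = inhibition above the mean over all tested compounds plus 3 SD, cut at about 30% in these data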;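 also: inhibitors block probe labeling of enzyme so polarization drops; 0% = enzyme with DMSO and 100% = wells lacking PAFAH2 protein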
# LYPLA2 counter: LYPLA2 inhibitors, primary screen, counter-screen for PME1 inhibitor project, biochemical, fluorescence polarization, FP-Rh probe ABPP; recombinant LYPLA2; inhibition, % at 5.9 µM; hit rate 0.38% among 320,000;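 active = inhibition above the screen-wide mean plus 3 SD, limit set per campaign, cut at about 26% in these data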;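 also: 0% = LYPLA2 with DMSO and 100% = wells lacking LYPLA2 enzyme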
# pPAFAH inh: pPAFAH enzyme inhibitors, primary screen, biochemical, fluorescence polarization, human; hit rate 1.5% among 330,000; inhibition, % at 3.39 µM; recombinant pPAFAH, FP-rhodamine probe fluorescence polarization; Platelet-activating factor acetylhydrolase (Homo sapiens), Q13093;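 active = inhibition above the mean inhibition across the screen plus 3 SD, cut at about 25% in these data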;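 also: inhibitors block binding of the rhodamine activity-based probe so polarization drops; 0% = enzyme with DMSO and 100% = wells lacking pPAFAH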
# LYPLA1 counter: LYPLA1 inhibitors, primary screen, counter-screen for PME1 inhibitor project, biochemical, fluorescence polarization, FP-Rh probe ABPP. recombinant LYPLA1. inhibition, % at 5.9 µM. hit rate 0.16% among 320,000. AID 2174, 2009. Acyl-protein thioesterase 1 (Homo sapiens), O75608;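 active = inhibition above the mean of all tested compounds plus 3 SD, set per campaign, cut at about 14% in these data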;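 also: inhibitors block serine hydrolase probe labeling of LYPLA1 so polarization falls; 0% = enzyme with DMSO and 100% = wells lacking LYPLA1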
# Target sequence (O75608 whole entry, looked up): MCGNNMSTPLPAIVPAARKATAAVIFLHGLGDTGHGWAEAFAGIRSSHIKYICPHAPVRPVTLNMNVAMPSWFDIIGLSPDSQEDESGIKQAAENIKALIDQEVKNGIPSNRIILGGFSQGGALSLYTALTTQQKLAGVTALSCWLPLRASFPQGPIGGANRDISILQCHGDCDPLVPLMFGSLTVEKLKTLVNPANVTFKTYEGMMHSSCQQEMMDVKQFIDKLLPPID
# PAFAH1B2 FP inh: PAFAH1B2 enzyme inhibitors, primary screen, biochemical, fluorescence polarization, human; hit rate 1.2% among 340,000; Platelet-activating factor acetylhydrolase IB subunit alpha2 (Homo sapiens), P68402; recombinant PAFAH1B2, FP-rhodamine activity probe; inhibition, % at 3.39 µM; AID 492953, 2010;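 active = inhibition above the mean of all tested compounds plus 3 SD, cut at about 24% in these data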;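 also: 0% = enzyme with DMSO and 100% = wells lacking PAFAH1B2; many of its hits are not listed in these tables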
# * marks the source's active call; other numbers are inactive results; nt = no result given. A portion of the library (hit frequency here may not be typical).
SMILES,PAD4 FP inh,PAFAH1B3 inh,PREPL inh,GSTO1 counter,PAFAH2 FP inh,LYPLA2 counter,pPAFAH inh,LYPLA1 counter,PAFAH1B2 FP inh
Cn1c(CNC(=O)CNC(=O)c2ccccc2)cc(=O)n(C)c1=O,-0.9,0.2,6.3,-8.6,-2.7,3.2,5.6,-4.8,-1.3
Cc1[nH]c2ccccc2c1SCC(=O)NC1CCCCC1,-0.7,14.1,11.4,12.4,-54.7,10.6,3.0,-0.8,7.8
CNCC(=O)Nc1c(C)n[nH]c1C,4.2,8.2,1.3,0.9,-8.6,0.8,1.9,4.0,2.6
O=C(NC(=S)N1CCN(C/C=C/c2ccccc2)CC1)c1ccco1,-8.3,-7.0,21.7,13.0,2.8,-1.1,2.8,0.7,5.3
O=C(CN1CCC(n2nnc3ccccc32)CC1)NCc1cccs1,1.4,4.6,7.9,2.7,-1.3,4.2,7.0,2.3,1.8
Clc1ccc(-c2cn3cccnc3n2)cc1,-6.2,14.8,-13.1,-1.4,6.3,6.9,-4.5,2.3,-1.6
CC1CCN(C(=O)C2CCN(S(=O)(=O)c3cccc4nonc34)CC2)CC1,8.9,5.4,-3.2,1.6,-5.5,-4.3,-0.6,-3.3,11.3
Cc1ccc(CNc2nc(N)c([N+](=O)[O-])c(NCc3ccccc3)n2)cc1,0.1,7.8,0.8,0.7,-1.6,5.6,2.6,-2.6,2.1
CS(=O)(=O)N1CCC(Oc2ccccc2C(=O)NC2CCCCCC2)CC1,-3.4,5.8,3.4,20.8,1.1,5.5,-3.2,-0.3,2.6
O=C(C[n+]1ccccc1)Nc1nc2ccccc2s1,-1.0,8.4,1.1,1.5,2.9,6.0,1.5,-0.7,-0.5
Cc1ccc2cc3cc(C(=O)N4CC(C)CC(C)C4)oc3nc2c1 (configuration not stated),1.7,0.8,-26.1,-5.5,1.2,-0.5,4.0,-0.2,4.8
Cc1ccc2nc(-c3ccncc3)cc(C(=O)NCc3ccccc3F)c2c1,-0.4,6.0,-15.5,-5.7,-1.0,2.4,3.3,1.9,4.7
CC(O)CNc1cnccn1 (configuration not stated),-7.5,6.4,-7.4,-3.1,-1.2,-9.8,-8.6,-3.0,-3.4
COc1ccc(NC(=O)CSc2nnc3ccc(-c4cccnc4)nn23)c(OC)c1,0.6,0.6,5.8,-1.0,0.5,2.8,1.7,2.0,2.2
CCOn1c(=O)c(C)[n+]([O-])c2ccccc21,-1.5,1.2,8.7,-0.5,-11.6,-2.4,0.0,4.1,-1.4
O=C(NC(C(=O)O)c1ccccc1)c1ccc(S(=O)(=O)N2CCOCC2)cc1 (configuration not stated),-5.6,2.9,15.9,4.5,6.0,-0.5,2.2,2.2,4.4
O=C(CCC(=O)N1CCOCC1)c1ccc(F)cc1,3.1,2.4,0.8,12.0,4.9,0.3,3.5,2.5,3.0
COc1ccccc1Nc1nc(N)nc(CN2CCN(Cc3ccc4c(c3)OCO4)CC2)n1,-4.8,-0.1,12.5,4.5,3.5,7.2,6.3,1.3,6.4
OC(c1ccccc1)c1nc2ccccc2[nH]1 (configuration not stated),-3.2,-8.1,-5.7,-5.2,-4.1,6.5,3.2,1.9,2.8
C/C(=N\NC(=O)Nc1ccccc1)c1ccc2ccccc2c1,-5.3,4.2,-0.8,-0.8,6.2,-1.7,1.0,0.7,-0.4
CCc1c(C)nc2c(OC)cccc2c1SCCC(=O)O,-1.3,0.3,12.5,-4.4,-0.2,-4.5,0.7,0.2,6.4
O=C(Cn1c(COc2ccccc2)nc2ccccc21)Nc1cc(Cl)c(Cl)cc1Cl,-6.8,nt,-4.9,7.5,nt,-1.6,3.3,-2.5,nt
CC(=O)Oc1cccc(N2C(=O)C3C4C=CC(CC4)C3C2=O)c1 (configuration not stated),-3.9,5.7,4.2,2.1,-3.6,-4.3,1.3,-3.3,2.3
COc1ccc2cc(OC)c(C(=O)N3CCOCC3)cc2c1,-2.5,4.0,-1.5,3.8,5.6,-3.5,0.2,-2.0,1.3
Cc1cc(F)ccc1S(=O)(=O)N(CC(=O)N1CCOCC1)CC(=O)N1CCOCC1,3.0,7.2,7.7,nt,-10.1,nt,3.7,nt,3.6
CCN(CC)CCNC(=O)c1ccc(NC(=O)/C=C/c2cc(OC)c(OC)c(OC)c2)cc1,0.1,3.6,3.4,-0.3,1.8,-9.0,3.4,-5.1,-4.5
CCCCN(C)C(=O)c1cc2c(Cl)nc3ccccc3c2s1,0.7,10.1,-4.3,-1.4,0.2,4.1,-2.8,5.5,7.1
CSCC[C@H](NC(=O)Cc1c(C)c2cc3c4c(oc3cc2oc1=O)CCCC4)C(=O)O,-1.0,10.1,18.3,3.3,4.2,-3.6,-1.4,-3.0,6.2
NS(=O)(=O)c1ccc(NC(=O)CCCCC(=O)Nc2ccc(S(N)(=O)=O)cc2)cc1,2.4,1.8,-0.5,-5.3,-8.6,-8.2,-8.7,-4.0,-2.1
Cc1ccc(S(C)(=O)=O)cc1C(=O)OCC(=O)N(Cc1ccccc1)Cc1ccccc1,-1.4,1.2,1.6,nt,2.7,0.2,11.6,0.6,4.5
Cc1nnc(SCC(=O)Nc2nsc(-c3ccc(Cl)cc3)n2)s1,1.3,-40.7,7.8,-17.5,-9.7,-15.1,6.2,-12.3,-20.1
COc1ccc(OC)c(CCNC(=O)c2ccc(CS(=O)(=O)c3ccc(Br)cc3)o2)c1,0.5,7.2,16.6,-2.4,7.4,6.5,2.9,0.1,27.1*
CCO[C@H]1OC(C(=O)N2CCCCCCC2)=C[C@@H](C)[C@@H]1CCCO,1.0,6.2,8.9,2.5,3.6,0.6,1.7,-0.6,-3.0
O=C1CC(Sc2nnc(-c3ccccc3)o2)C(=O)N1c1ccccc1 (configuration not stated),2.2,-3.4,1.8,7.3,-14.8,5.5,6.5,2.1,5.5
Cc1cc(-n2c(C)cc(C(=O)CSc3nncn3C)c2C)no1,3.8,2.2,-1.3,nt,12.7,nt,-4.1,nt,0.3
COCCn1c(SCc2nc(N)nc(Nc3ccccc3C)n2)nc2ccccc2c1=O,1.9,4.7,8.8,15.8,-10.3,-4.3,2.3,-0.4,2.2
COc1cccc(OC)c1C(=O)N1CCN(Cc2ccc3c(c2)OCO3)CC1,1.5,9.9,12.7,5.5,-3.5,2.1,2.6,1.1,3.5
CCC1S/C(=N/N=C/c2ccco2)N(Cc2ccc(F)cc2)C1=O (configuration not stated),-1.6,nt,-6.5,-1.4,nt,1.1,4.8,-0.5,nt
O=C(COc1cc(Cl)c(Cl)cc1Cl)Nc1ccncc1,-2.6,-4.0,-7.7,-5.3,-8.1,-5.5,1.1,-4.0,2.3
O=C(Nc1ccc2c(c1)OCO2)c1ccc(CN2CCOCC2)cc1,-0.2,-8.7,7.6,13.1,5.0,13.0,1.9,4.0,8.0
CC(C)CCN(C)c1ccc(/C=N/n2cnnc2)cc1,3.2,7.9,-4.2,0.1,0.6,6.2,5.2,0.5,6.4
Cc1cccc(N(CC(=O)NCc2ccc3c(c2)OCO3)C(=O)CCC(=O)Nc2ccccn2)c1,-2.3,1.8,8.2,-3.7,5.9,4.3,0.2,1.4,8.6
CCOc1cc(/C=N/NC(=O)CN2CCCCC2)ccc1O,3.4,-0.7,-4.2,3.2,-0.8,1.1,2.2,-1.4,2.0
O=C(NCc1ccccc1)C(c1ccco1)N(C(=O)c1csnn1)C1CC1 (configuration not stated),-2.0,4.4,3.1,-0.7,4.1,-2.6,4.0,-1.7,3.9
COc1ccc(NS(=O)(=O)c2cccc(C(=O)O)c2)cc1S(=O)(=O)N1CCOCC1,1.7,-0.7,9.5,nt,-2.7,nt,5.5,nt,-2.1
O=C(N/N=C/c1cc([N+](=O)[O-])ccc1O)C1CCCCC1,-2.6,7.0,-3.5,-3.4,58.8*,5.9,8.3,-1.9,8.7
Cc1cc(C)nc(NS(=O)(=O)c2ccc(NC(=O)Cn3c(=O)oc4ccccc43)cc2)n1,0.4,-2.8,-1.0,2.6,5.6,-0.4,0.9,-1.0,6.8
Cc1onc(-c2ccccc2)c1C(=O)NCc1cccnc1,-4.8,-4.1,1.3,-5.7,9.5,-5.3,-0.4,-2.7,4.4
Cc1cc(C(=O)NCCCc2ccccc2)no1,-3.1,9.1,15.3,0.3,1.8,2.2,8.9,2.3,-2.1
Cc1ccccc1/C(N)=N/O,-1.0,6.6,0.0,2.6,-7.1,1.5,2.1,-0.4,-4.9

# Further records follow:
SMILES,PAD4 FP inh,PAFAH1B3 inh,PREPL inh,GSTO1 counter,PAFAH2 FP inh,LYPLA2 counter,pPAFAH inh,LYPLA1 counter,PAFAH1B2 FP inh
COc1cc(NC(=O)[C@H]2CSCN2C(=O)[C@@H]2CCC(=O)N2)cc(OC)c1OC,-1.7,10.6,11.1,3.9,4.7,-0.7,-3.7,-4.9,1.7
Cc1ccccc1-n1c(=O)n(Cc2ccccc2)c(=O)c2[nH]cnc21,-1.5,2.9,-3.4,-2.6,0.9,3.0,0.7,1.5,-0.8
CCN(C(=O)CSc1nnc(NCc2ccccc2)s1)C1CCS(=O)(=O)C1 (configuration not stated),2.5,1.3,13.4,15.2,1.5,3.0,-3.5,2.7,4.8
O=C(NCC1COc2ccccc2O1)c1ccc(Br)s1 (configuration not stated),-1.0,3.5,-32.5,-8.7,-4.2,1.0,7.2,4.0,-4.9
CC1CCN(C(=O)CSC2=NS(=O)(=O)c3cc(F)ccc3N2)CC1,1.9,-1.8,32.4,14.8,1.6,4.9,-1.7,0.3,6.1
OC1(c2cccc(C(F)(F)F)c2)CCN(Cc2nnnn2Cc2ccccc2)CC1,-4.1,7.4,-3.2,-0.6,-0.3,3.6,8.8,0.3,7.8
S=C(NCc1ccccc1)NNc1ccccc1,1.2,5.6,3.5,16.7,4.3,-9.1,5.6,0.7,9.7
COCCCN1C(=O)C(=O)/C(=C(/O)c2ccc(S(=O)(=O)N3CCOCC3)cc2)C1c1ccc(F)cc1 (configuration not stated),-4.8,3.2,-4.0,-3.0,1.5,5.1,1.7,0.7,-3.7
N#CCCN(C1CCCCC1)S(=O)(=O)c1cccc2nsnc12,2.2,7.7,22.4,2.3,3.1,6.1,-1.3,-1.1,7.3
CC1(C)OC(=O)N(Cc2ccco2)C1(C)O (configuration not stated),3.3,3.2,9.6,7.0,-7.3,2.1,2.0,4.6,1.6

# Some of the entries so far, with bars between the fields:
SMILES | PAD4 FP inh | PAFAH1B3 inh | PREPL inh | GSTO1 counter | PAFAH2 FP inh | LYPLA2 counter | pPAFAH inh | LYPLA1 counter | PAFAH1B2 FP inh
O=C(NCC1COc2ccccc2O1)c1ccc(Br)s1 (configuration not stated) | -1.0 | 3.5 | -32.5 | -8.7 | -4.2 | 1.0 | 7.2 | 4.0 | -4.9
Cc1ccccc1-n1c(=O)n(Cc2ccccc2)c(=O)c2[nH]cnc21 | -1.5 | 2.9 | -3.4 | -2.6 | 0.9 | 3.0 | 0.7 | 1.5 | -0.8
N#CCCN(C1CCCCC1)S(=O)(=O)c1cccc2nsnc12 | 2.2 | 7.7 | 22.4 | 2.3 | 3.1 | 6.1 | -1.3 | -1.1 | 7.3
